# Screening results: PubChem, Johns Hopkins Ion Channel Center
# TRPC6 act – activates the mouse TRPC6 cation channel; B-score at 10 µM; Q61143; 310,000 compounds, 0.13% hits; HEK293-TRPC6 membrane potential dye fluorescence; stronger effect = higher value;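 active = B-score of the integrated fluorescence ratio above library mean plus 3 SD, and starting fluorescence ratio within library mean plus 5 SD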;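 note: higher score means more depolarization so channel activation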
# Target sequence (Q61143 whole entry, looked up): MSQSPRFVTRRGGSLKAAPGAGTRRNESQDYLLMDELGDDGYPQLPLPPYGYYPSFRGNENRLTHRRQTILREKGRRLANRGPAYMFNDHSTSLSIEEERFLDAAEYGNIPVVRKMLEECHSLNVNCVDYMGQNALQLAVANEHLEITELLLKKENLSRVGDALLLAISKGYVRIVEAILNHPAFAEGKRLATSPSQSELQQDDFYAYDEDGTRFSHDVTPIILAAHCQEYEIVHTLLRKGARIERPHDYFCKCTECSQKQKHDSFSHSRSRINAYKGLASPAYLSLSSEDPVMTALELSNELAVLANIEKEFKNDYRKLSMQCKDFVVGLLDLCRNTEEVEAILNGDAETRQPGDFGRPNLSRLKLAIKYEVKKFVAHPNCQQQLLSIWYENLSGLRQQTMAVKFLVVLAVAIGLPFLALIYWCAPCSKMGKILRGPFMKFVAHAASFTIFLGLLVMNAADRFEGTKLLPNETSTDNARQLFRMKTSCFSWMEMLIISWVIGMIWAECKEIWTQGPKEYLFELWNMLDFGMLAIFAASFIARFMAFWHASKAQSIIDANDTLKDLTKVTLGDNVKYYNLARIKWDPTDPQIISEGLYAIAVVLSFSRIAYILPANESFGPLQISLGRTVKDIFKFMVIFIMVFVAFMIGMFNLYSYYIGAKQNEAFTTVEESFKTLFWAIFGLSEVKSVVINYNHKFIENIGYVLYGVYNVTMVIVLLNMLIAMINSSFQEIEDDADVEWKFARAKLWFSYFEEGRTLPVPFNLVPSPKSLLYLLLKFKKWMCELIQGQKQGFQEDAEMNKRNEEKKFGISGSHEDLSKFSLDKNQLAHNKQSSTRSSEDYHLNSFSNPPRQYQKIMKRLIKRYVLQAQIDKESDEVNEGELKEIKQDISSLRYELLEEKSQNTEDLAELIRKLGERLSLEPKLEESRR
# TMEM16A act – mouse TMEM16A channel activation, primary screen. B-score at 10 µM. Q8BHY3. AID 623877. 340,000 compounds, 0.3% hits. HEK293 TMEM16A/YFP-H148Q/I152L, iodide quench fluorescence; stronger effect = lower value;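 active = fluorescence-ratio B-score plate-corrected deviation score at least 3 library SD below zero, with starting fluorescence score within 5 deviations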;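 note: channel opened by trigger with iodide after compound preincubation; score built on the fluorescence ratio of max minus min over baseline; more negative score means more quench and so TMEM16A activation or potentiation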
# TRPC4 PAM – allosterically enhances the mouse TRPC4 cation channel; 310,000 compounds, 0.42% hits; HEK293 TRPC4beta/mu-opioid, DAMGO EC20, Fluo-4 Ca2+ flux; stronger effect = higher value; B-score at 10 µM; AID 2227; Q9QUQ5;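 active = B-score of calcium response area above 5 SD of library B-scores, with initial fluorescence ratio within 5 SD of library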;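 note: B-score of integrated fluorescence ratio over time as area under calcium response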
# MrgX1 ag – agonists of human MrgX1 receptor; MrgX1-HEK293 cells, Fluo-4 calcium fluorescence, agonist mode; stronger effect = higher value; Q96LB2; B-score at 10 µM; AID 588627; 310,000 compounds, 0.44% hits;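 active = calcium response B-score plate-corrected fluorescence ratio at least 3 library SD, with starting fluorescence B-score inside 5 SD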
#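 Test system: HEK293 cells stably expressing human MrgX1 receptor; amount: 15,000 cells per well; doses: compound delivered in addition one of three; times: overnight plating before 1 h dye loading; detection: Fluo-4 NW calcium-flux fluorescence, kinetic read; read-out basis: B-scored fluorescence response ratio; controls: positive and negative controls per plate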
# TMEM16A inh – mouse TMEM16A channel inhibition, primary screen; Q8BHY3; HEK293 TMEM16A/YFP iodide influx fluorescence, ionomycin; normalized B-score (activity score, 25-100; higher = stronger inhibition) at 10 µM; 310,000 compounds, 1.2% hits; AID 588511;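 active = ratio plate-corrected score three or more library SD toward inhibition, starting fluorescence score within five deviations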;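 note: score derived from kinetic fluorescence span divided by baseline fluorescence per well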
# TRPC4 inh – blocks the mouse TRPC4 cation channel | B-score at 10 µM | 300,000 compounds, 0.39% hits | Q9QUQ5 | HEK293 TRPC4beta/mu-opioid, DAMGO-evoked Fluo4 calcium flux; stronger effect = lower value;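 active = B-score over 3 SD under the library average, no early fluorescence shift, positive overall ratio signal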
#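 Assay system: HEK293 cells with stable TRPC4beta plus mu-opioid receptor expression; Probe or stimulus: DAMGO in two steps, submaximal then maximal; Dosing: single-point compound dosing; Measured by: Fluo4 calcium-dye fluorescence, kinetic read; Read-out basis: B score from integrated Fluo4 fluorescence ratio.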
# TRPC6 inh – inhibitors of mouse TRPC6 channel. Q61143. HEK293-TRPC6, membrane potential dye, ACh-evoked depolarization; stronger effect = lower value. B-score at 10 µM. 310,000 compounds, 1.1% hits. AID 2553;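 active = B-score under library mean minus 3 SD, initial fluorescence not abnormally high, positive integrated signal ratio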;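 note: B-score derived from integrated fluorescence ratio over the kinetic read; more negative B-score means stronger inhibition of depolarization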
# TRPC4 agonist – TRPC4 (mouse) channel activation. AID 2237. Q9QUQ5. 310,000 compounds, 0.49% hits. HEK293 TRPC4beta/mu-opioid, Fluo4 calcium fluorescence; stronger effect = higher value. B-score at 10 µM;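 active = B-score above 5 SD of library B-scores, and initial fluorescence ratio not above library mean plus 5 SD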;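 note: positive B-score marks a calcium rise read as TRPC4 activation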
#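 System – HEK293 cells stably co-expressing mouse TRPC4beta and mu-opioid receptor · Signal – Fluo4 calcium-sensitive dye fluorescence, kinetic, 1 Hz baseline · Benchmarks – buffer (low) and maximal DAMGO (high) · Read-out – B score of integrated fluorescence ratio per well · Incubation – dye loading 45 min room temperature, 110 s kinetic read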
# MrgX1 antag – blocks BAM8-22 activation of human MrgX1 receptor; Q96LB2; MRGX1-HEK293 calcium flux, Fluo-4, BAM8-22 antagonism; stronger effect = lower value; B-score at 10 µM; 310,000 compounds, 1.3% hits;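 active = calcium-response B-score plate-corrected more than 3 library SD below zero, starting fluorescence within 5 deviations, no agonist response on first addition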;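 note: peak minus trough fluorescence over baseline after final BAM8-22 challenge near maximal dose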
# MrgX1 PAM – human MrgX1 positive allosteric modulation, primary screen. B-score at 10 µM. 310,000 compounds, 0.63% hits. MrgX1-HEK293, Fluo-4 calcium flux, FDSS; stronger effect = higher value. Q96LB2;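 active = plate-corrected calcium response at least 3 library SD above typical, normal starting fluorescence, not activating the receptor alone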;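 note: compound read alongside a low EC10 to EC30 dose of BAM8-22 agonist; peak minus trough fluorescence over baseline measured at the second addition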
# RGS4 block – human RGS4 inhibition | P49798 | HEK293 M3R/RGS4 inducible, Fluo-4 calcium flux; stronger effect = higher value; triggered by carbachol at its EC20 | B-score at 10 µM | 310,000 compounds, 0.45% hits | AID 463165;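 active = B-score, a plate-corrected calcium signal, over three deviations above library mean, with baseline fluorescence within five deviations of library mean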;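 note: RGS4 expression induced by doxycycline in cells with stable M3 receptor; B-score is computed from the integrated fluorescence ratio over baseline after carbachol; higher B-score means a larger calcium signal and so more RGS4 inhibition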
# Target sequence (P49798 whole entry, looked up): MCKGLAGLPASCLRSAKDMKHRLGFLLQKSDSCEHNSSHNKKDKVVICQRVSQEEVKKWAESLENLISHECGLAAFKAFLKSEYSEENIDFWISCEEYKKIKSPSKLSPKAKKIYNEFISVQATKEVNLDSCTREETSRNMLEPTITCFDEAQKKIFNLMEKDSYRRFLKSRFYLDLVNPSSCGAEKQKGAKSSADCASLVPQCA
# The depositor's hits bear a star; i = inactive; / = not tested or not shown.
# The line under a structure holds: RGS4 block	TMEM16A act	MrgX1 antag	TRPC4 inh	TMEM16A inh	TRPC4 agonist	MrgX1 PAM	TRPC6 act	MrgX1 ag	TRPC6 inh	TRPC4 PAM
O=C(C(=O)N1CCOCC1)c1cn(CC(=O)N2CCCCC2)c2ccccc12
  i	i	i	i	i	i	i	i	i	i	i
O=c1c2cc(F)ccc2[nH]c(=S)n1Cc1ccc(F)cc1
  i	i	i	i	i	i	i	i	i	i	i
CSc1ccc(CN2CCN(Cc3ccccc3)C(CCO)C2)cc1 (configuration not stated)
  i	i	-4.8*	i	i	i	i	i	i	i	i
O=C(NC1CCN(Cc2ccccc2)CC1)c1cn(-c2ccccc2)nc1-c1cccnc1
  i	i	i	i	i	i	i	i	i	-5.6*	i
O=C(N/N=C/c1ccco1)c1cccc(N2CCCC2=O)c1
  i	i	i	i	i	i	i	i	i	i	i
COc1ccc(S(=O)(=O)N2CCN(Cc3cccc(F)c3)CC2)cc1
  i	i	i	i	i	i	i	i	i	i	i
CCCCN(C(=O)CSCc1c(C)noc1C)c1c(N)n(CCC)c(=O)[nH]c1=O
  i	i	i	i	i	i	i	i	i	i	i
CCCCC(=O)OCCNC(=O)c1cc2ccccc2oc1=O
  i	i	i	i	i	i	i	i	i	i	i
CC(Sc1nc2cc([N+](=O)[O-])ccc2n1-c1cccc(C(F)(F)F)c1)C(=O)NC(N)=O (configuration not stated)
  i	i	i	i	i	i	i	i	i	i	i
N=C(N)SCc1cccc2ccccc12
  i	i	i	i	i	i	i	i	36*	i	i
CCOC(=O)CCS(=O)(=O)c1ccc(-c2ccc(S(=O)(=O)CCC(=O)OCC)cc2)cc1
  i	i	-7.1*	i	i	i	i	i	i	i	i
c1ccc(CNc2ncnc3c2ncn3C2CCCCO2)cc1 (configuration not stated)
  i	i	i	i	i	i	i	i	i	i	i
CCCC(=O)N1c2ccccc2C(N(C(C)=O)c2ccccc2)CC1C (configuration not stated)
  i	i	i	i	i	i	i	i	i	i	i
CC(=O)c1cccc(NC(=O)C2=CC(c3ccco3)=NS(=O)(=O)N2C)c1
  i	i	i	i	i	i	i	i	i	i	i
CC(=O)/C(=C/Nc1ccc(Oc2ccccc2)cc1)c1ccccc1
  i	i	i	i	i	i	i	i	i	i	i
CCOc1ccc(CCNC(=O)C2CCN(c3nn4c(=O)cc(C)nc4s3)CC2)cc1
  /	i	i	/	i	/	i	/	i	/	/
CC1CCN(C(=O)C2CCC(CNS(=O)(=O)c3cccc4cccnc34)CC2)CC1 (configuration not stated)
  i	i	-5.3*	i	i	i	i	i	i	i	i
O=CN1Cc2ccccc2-c2ccccc2C1
  i	i	i	i	i	i	i	i	i	i	i
Cc1cccc(NC(=O)CN2C(=O)CSC2=O)c1
  i	i	i	i	i	i	i	i	i	i	i
CC(C)(C)NC(=O)NC(=O)CN1CCCCCCC1
  i	i	i	i	i	i	i	i	i	i	i
COc1ccc(S(=O)(=O)N/N=C\c2ccc3c(c2)OCO3)cc1
  i	i	i	i	i	i	i	i	i	i	i
Cc1ccc(-n2nnnc2Sc2nc([N+](=O)[O-])nn2C)c(C)c1
  i	i	i	i	i	i	i	i	i	i	i
CCC(C)c1ccc(NC(=O)c2cccs2)cc1 (configuration not stated)
  i	i	i	i	i	i	i	i	i	i	i
CC(=O)Nc1ccccc1Oc1ccccc1
  i	i	i	i	i	i	i	i	i	i	i
COCP(=O)(c1ccccc1)c1ccccc1
  i	i	i	i	i	i	i	i	i	i	i
COc1ccc(C2(CNC(=O)c3ccccc3)CCCC2)cc1OC
  i	i	i	i	i	i	i	i	i	i	i
CCOc1ccccc1NC(=O)Nc1ccc(CC#N)cc1
  i	i	i	i	i	i	i	i	i	i	i
CCOC(=O)c1[nH]c2ccc(OC)cc2c1NC(=S)N1CCN(c2cccc(C)c2C)CC1
  i	i	i	i	i	i	i	i	i	i	i
Cc1cccc(C)c1NC(=O)CSc1nnc(C)c(=O)[nH]1
  i	i	i	i	i	i	i	i	i	i	i
CN(C)S(=O)(=O)c1ccc(N2CCCC2)c(C(=O)Nc2ccccc2OC(F)F)c1
  i	i	i	i	i	i	i	i	i	i	i
COc1cc(C(=O)Oc2ccccc2/C=N/NC(=O)c2ccc(Cl)cc2)cc(OC)c1OC
  i	i	i	i	i	i	i	i	i	i	i
CCCn1c(=O)c(C(=O)Nc2ncccc2C)c(O)c2ccccc21
  i	i	i	i	i	i	i	i	i	i	i
CCOC(=O)N1CCN(C2CC(=O)N(c3ccc(Cl)c(Cl)c3)C2=O)CC1 (configuration not stated)
  i	i	i	i	i	i	i	i	i	i	i
O=C(Cn1cnc2c(nnn2-c2ccc(F)cc2)c1=O)N1CCCc2ccccc21
  i	i	i	i	i	i	i	i	i	i	i
CN(CC(=O)Nc1nc2ccccc2s1)S(=O)(=O)c1ccc(Br)cc1
  i	i	i	i	25*	i	i	i	i	i	i
CCOC(=O)N=S(N)(=O)c1ccc(Cl)cc1 (configuration not stated)
  i	i	i	i	i	i	i	i	i	i	i
N#Cc1nc(Cl)c(Cl)c(NN)c1Cl
  i	i	i	i	i	i	i	i	i	i	i
Cc1ccc(N=c2c([N+](=O)[O-])nn(-c3ccc(Cl)cc3)n2O)cc1C
  i	i	i	i	i	i	i	i	i	i	i
Nc1cccc(Nc2nc(OC(C(F)(F)F)C(F)(F)F)nc(OC(C(F)(F)F)C(F)(F)F)n2)c1
  i	i	i	i	100*	i	i	i	i	i	i
O=C(CN(Cc1ccccc1)C(=O)CCC(=O)Nc1ccccn1)NCc1ccc(F)cc1
  i	i	i	i	i	i	i	i	i	i	i
CCOC(=O)N(C)c1ccc(C(O)(C(F)(F)F)C(F)(F)F)cc1
  i	i	i	i	i	i	i	i	i	i	i
C/C(N)=C(/C#N)C(=O)COC(=O)CCSc1ccccc1
  i	i	i	i	i	i	i	i	i	i	i
CCN(CC)S(=O)(=O)c1ccc(OC)c(NC(=O)c2cccs2)c1
  i	i	i	i	i	i	i	i	i	i	i
Cc1cccc(Nc2c(-c3ccc(N4CCOCC4)cc3)nc3ncccn23)c1
  i	i	i	i	i	i	i	i	i	i	i
Cc1ccc(C(=O)NCCN(C)C)cc1C
  i	i	i	i	i	i	i	i	i	i	i
CCCn1nnnc1NCc1ccc(N2CCCC2)cc1
  i	i	i	i	i	i	i	i	i	i	i
CCCCCn1c(CCC(=O)Oc2ccccc2OC)nc2c1c(=O)[nH]c(=O)n2CCCC
  i	i	i	i	i	i	i	i	i	i	i
COc1cc(C(=O)NCC(c2cccnc2)N2CCN(C)CC2)cc(OC)c1OC (configuration not stated)
  i	i	i	i	i	i	i	i	i	i	i
COc1ccc(Cl)cc1C(=O)Nc1ccc(NC(C)=O)cc1
  i	i	i	i	i	i	i	i	i	i	i
Cc1ccc(C(=O)N[C@@H](Cc2ccccc2)C(=O)N2CCC3(CC2)NCCc2[nH]cnc23)cc1C
  i	-50*	i	i	i	i	i	i	i	i	i
O=C(C1CCCN(S(=O)(=O)c2ccc([N+](=O)[O-])cc2)C1)N1CCCCC1 (configuration not stated)
  i	i	i	i	i	i	i	i	i	i	i
COc1ccc(/C=N/NC(=O)c2cc(C(C)(C)C)[nH]n2)cc1COc1ccc(F)cc1F
  i	i	i	i	i	i	i	i	i	i	i
CCOC(=O)C1CCN(c2c(C(=O)c3ccccc3)cnc3ccc(Cl)cc23)CC1
  i	i	i	i	i	i	i	i	i	i	i
COc1ccc(S(=O)(=O)N(C(=O)c2ccncc2)c2ccc3oc4c(c3c2)CCCC4)cc1
  i	i	i	i	i	i	i	i	i	i	i
CC(C)(C)NC(=O)CN(CC1CCCO1)C(=O)CNS(=O)(=O)c1ccc(F)cc1 (configuration not stated)
  i	i	i	i	i	i	i	i	i	i	i
O=C(Cc1ccccc1)N1CCN(C(=O)c2cccs2)CC1
  i	i	i	i	i	i	i	i	i	i	i
O=C(OCC(=O)N1CCc2ccccc21)c1ccccn1
  i	i	i	i	i	i	i	i	i	i	i
O=C(CN1CCN(Cc2ccc(Cl)cc2)CC1)N/N=C/C=C/c1ccccc1[N+](=O)[O-]
  i	i	i	i	i	i	i	i	i	i	i
CS(=O)(=O)c1cnc2c(-c3ccsc3)cnn2c1N
  i	i	i	i	i	i	i	i	i	i	i
Cc1cccnc1NC(=O)CNC(=O)C12CC3CC(CC(C3)C1)C2
  i	i	i	i	i	i	i	i	i	i	i

# The list continues.
# The line under a structure holds: RGS4 block	TMEM16A act	MrgX1 antag	TRPC4 inh	TMEM16A inh	TRPC4 agonist	MrgX1 PAM	TRPC6 act	MrgX1 ag	TRPC6 inh	TRPC4 PAM
COc1ccc(Cn2c(=O)oc3ccccc32)cc1F
  i	i	i	i	i	i	i	i	i	i	i
COc1ccc(N2C(=O)C3CCCN3C2c2ccccc2OC)cc1 (configuration not stated)
  i	i	i	i	i	i	i	i	i	i	i
COc1ccccc1OCc1nc2ccccc2[nH]1
  i	i	i	i	i	i	i	i	i	i	i
O=C(Cn1cnc([N+](=O)[O-])n1)NCc1ccccc1
  i	i	i	i	i	i	i	i	i	i	i
Cc1ccc(S(=O)(=O)CC(=O)N(C)C)cc1
  i	i	i	i	i	i	i	i	i	i	i
Cc1ccc(Cl)cc1NC(=O)CCC(=O)Nc1cc(Cl)ccc1C
  i	i	i	i	i	i	i	i	i	i	i
CC(Oc1ccccc1)C(=O)Nc1c2c(nn1-c1ccccc1)CS(=O)(=O)C2 (configuration not stated)
  i	i	i	i	i	i	i	i	i	i	i
Cc1ccc(CNC(=O)CCCCn2c(=O)[nH]c3ccsc3c2=O)cc1
  i	i	i	i	i	i	i	i	i	i	i
Cc1nn(CC#N)c(=O)n1-c1ccc(Cl)cc1
  i	i	i	i	i	i	i	i	i	i	i
COc1cc(C2NC(=O)NC(C)=C2C(=O)OC2CCCCC2)cc(Br)c1O (configuration not stated)
  i	i	i	i	i	i	i	i	i	i	i
